Cneo AK release: causes C. neoformans cell lysis. adenylate kinase release luminescence, 4 h; normalised: neutral wells 0, clomiphene wells 100. lysis activity, % at 15 µM. 0.2% of 360,000 active. AID 651654;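 active = mean lysis activity across replicates of at least 80%, whatever share of replicates individually reach that level; inactive = mean lysis activity below 80%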
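Assay system: Cryptococcus neoformans yeast cells / Dosing: single-point compound dose / Timing: 4 h at 37 °C static, read 1 h later / Measured by: luminescence of released adenylate kinase using an AK detection reagent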
miR-122 sensor: blocks miR-122 activity in Huh7 sensor cells; 0.3% of 340,000 active; activation (reporter increase), % at 12.5 µM; AID 602342; Huh7 miR-122 Renilla luciferase sensor, 48 h; neutral wells = 0, positive control = 100;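 active = mean replicate activation score at least 90 and every replicate individually at or above 90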;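 also: higher luciferase means less miR-122 activity so hits act as miR-122 inhibitors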
PGC1a acetyl inh: modulators of PGC1a acetylation; AID 651687; U2OS PGC1a acetylation, AlphaScreen anti-acetyl-lysine; with virally co-expressed GCN5 acetyltransferase; 0.17% of 350,000 active; inhibition, % at 15.6 µM;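 active = every replicate shows inhibition of at least 40%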;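 also: 0% = neutral control wells and 100% = positive control wells; some results beyond the cut were filed as inactive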
Statin myotox sup: protects C2C12 myotubes from simvastatin toxicity; ATP luminescence, 48 h; scaled: DMSO 0, geranylgeraniol control 100; rescue of ATP level, % at 7.49 µM; AID 602340; 0.78% of 330,000 active;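 active = mean ATP rescue above about 67%, or every replicate alone reaching that limit, limit read from the data, passing the limit was not always enough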;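 also: myotubes were challenged with 10 µM simvastatin during compound exposure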
FN deposit inh: fibronectin deposition inhibition; 0.086% of 350,000 active; AH1F fibroblasts, Alexa488-fibronectin deposition fluorescence, overnight; inhibition, % at 12.6 µM;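 active = mean inhibition across replicates of 30% or more, regardless of how many single replicates reach that level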;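 also: positive control wells lacked labelled fibronectin entirely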
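material = AH1F fibroblast monolayer depositing Alexa488-labelled fibronectin into matrix | amount = 10000 AH1F cells/well | buffer or medium = DMEM plus 2% serum, read in PBS | incubation = 1 h cell adhesion before compound, then overnight fibronectin incubation | detection = fluorescence at 485 nm excitation, 525 nm emission | evaluation = percent inhibition as loss of matrix-bound fibronectin fluorescence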
GSIS activator: primary screen for activators of insulin secretion dependent on glucose, INS-1E cells, GLuc reporter luminescence | INS-1E GLuc reporter insulin secretion, 2-3 h | 0.61% of 370,000 active | activation, % at 16.6 µM;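 active = lowest replicate activation of at least 40%, so every replicate reaches that level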;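 also: 0% = median of neutral control wells and 100% = median of IBMX positive control wells; some compounds called inactive have numbers as strong as hits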
PglD DTNB: PglD (C. jejuni) enzyme inhibition. inhibition, % at 12.5 µM. purified PglD enzyme, DTNB colorimetric CoA detection. 0.098% of 360,000 active; in the data active = inhibition above about 16%, passing the limit was not always enough; also: strong numbers were not always called active
CFTR F508del cor: correctors of CFTR F508del function in bronchial epithelial cells; activity (quench increase), % at 7.58 µM; 0.36% of 350,000 active; AID 720511; CFBE cells, YFP halide quenching; stimulated with forskolin plus potentiator P3; % fluorescence drop versus neutral controls;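 active = mean added fluorescence quench of at least 8% versus neutral control, with both replicates also reaching 8%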;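 also: cells transiently co-express mutant CFTR-F508del with the halide-sensitive YFP; corrector assay measuring rescue of mutant channel to the surface after 24 h compound exposure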
Active calls of the source: *; · = no result given; & = joins results of further samples; [ ] = remark or other dose.

SMILES | Cneo AK release | miR-122 sensor | PGC1a acetyl inh | Statin myotox sup | FN deposit inh | GSIS activator | PglD DTNB | CFTR F508del cor
COc1ccc(OC)c(N(CC(=O)Nc2ccc3c(c2)OCO3)S(=O)(=O)c2ccccc2)c1 | -5 | 75 | -4 | 3 | 9 | · | 6 | ·
CN(C)S(=O)(=O)Nc1cc(Cl)cc(Cl)c1 | · | 0 | -3 | · | -6 | -9 | · | -1.8
Cc1ccc2c(C)c(C(=O)N3CCCCC3CO)oc2c1C (stereo not drawn) | 2 | 9 | -14 | 11 | 8 | 11 | 1 | 1.7
O=C(NCCc1ccc(Cl)cc1)/C(=C/c1cccnc1)NC(=O)c1ccccc1 | -1 | · | · | · | -7 | -6 | -3 | 0.5
C[C@H](NC(=O)/C=C/[C@H]1O[C@@H](n2ccc(=O)[nH]c2=O)[C@H](O)[C@@H]1O)C(=O)O | 0 | 0 | 2 | 2 | -4 | -13 | 0 | -0.6
COc1ccc(Cn2nnnc2C(c2ccccc2OC)N2CCC(C(N)=O)CC2)cc1 (stereo not drawn) | -1 | 8 | 2 | 100* | · | 3 | -1 | ·
Cc1nc(NNC(=O)c2ccccc2)cc(-c2ccccc2)n1 | -2 | 8 | 3 | -1 | · | -1 | 9 | ·
Cc1noc(C)c1COC(=O)c1cccc(S(=O)(=O)N2CCCCCC2)c1 | -1 | -14 | 14 | -2 | · | · | 0 | ·
CC(C)CC(CO)N1CCN(C(=O)c2cccc(Cl)c2)CCC1=O (stereo not drawn) | -2 | -2 | 6 | · | -2 | 5 | 3 | 0.8
COc1cc(OC)c2c(=O)c(OC)c(-c3ccc(OC)c(OC)c3)oc2c1 | -1 | 77 | 5 | 7 | · | · | 0 | ·
O=C1C2CCCCN2C(=O)N1CCN1CCN(c2cccc(Cl)c2)CC1 (stereo not drawn) | 1 | -16 | · | -5 | -12 | -1 | -3 | -1.6
Cc1cccc(-n2c3nc(=O)[nH]c(=O)c-3cc3cc([N+](=O)[O-])ccc32)c1 | 5 | -1 | 1 | · | -8 | · | -3 | ·

An excerpt from above in order of length of the SMILES, high to low.
SMILES | Cneo AK release | miR-122 sensor | PGC1a acetyl inh | Statin myotox sup | FN deposit inh | GSIS activator | PglD DTNB | CFTR F508del cor
O=C(NCCc1ccc(Cl)cc1)/C(=C/c1cccnc1)NC(=O)c1ccccc1 | -1 | · | · | · | -7 | -6 | -3 | 0.5
COc1cc(OC)c2c(=O)c(OC)c(-c3ccc(OC)c(OC)c3)oc2c1 | -1 | 77 | 5 | 7 | · | · | 0 | ·
CC(C)CC(CO)N1CCN(C(=O)c2cccc(Cl)c2)CCC1=O (stereo not drawn) | -2 | -2 | 6 | · | -2 | 5 | 3 | 0.8

Following part:
SMILES | Cneo AK release | miR-122 sensor | PGC1a acetyl inh | Statin myotox sup | FN deposit inh | GSIS activator | PglD DTNB | CFTR F508del cor
COCCNC(=O)c1cccc(OC2CCN(Cc3ccccc3C)CC2)c1 | 3 | 4 | -12 | 9 | 6 | 3 | -7 | -0.7
COc1ccccc1NC(=O)N1C[C@@H](C)[C@H](OC)CN(C)C(=O)c2cc(NC(=O)c3cc(C)on3)ccc2OC[C@H]1C | 47 | · | 17 | 8 | -8 | -11 | 1 | -4.1
C[C@H](O)C#Cc1ccc2c(c1)O[C@@H](CN(C)C(=O)Nc1ccccc1)[C@@H](C)CN([C@@H](C)CO)S2(=O)=O | -2 | -9[16.7 µM] | -6 | 44 | 2 | 10 | 1 | 0.5
C[C@@H]1CN([C@@H](C)CO)C(=O)Cc2cc(NC(=O)Nc3ccc(F)cc3)ccc2O[C@@H]1CN(C)C(=O)Nc1ccc2c(c1)OCO2 | -2 | -12[16.7 µM] | -1 | -31 | 2 | 2 | -2 | 3.1
O=C(C[C@@H]1CC[C@H](NS(=O)(=O)c2ccc(F)cc2)[C@H](CO)O1)NC1CCC1 | -10 | · | -10 | 2 | -4 | -5 | 2 | 5.2
COc1ccc(-c2ccc([C@@H]3[C@@H](C#N)N(C(=O)C4CCCC4)[C@H]3CO)cc2)cc1 | 0 | · | -9 | 29 | 13 | 4 | -3 | 3.0
CCN(CC)S(=O)(=O)c1ccc(N2CCOCC2)c(NC(=O)c2cc(=O)[nH]c3ccccc23)c1 | 1 | -3 | · | 7 | -1 | -11 | -1 | 2.8
COc1ccc(CNC(=O)Nc2cccc(Cl)c2)cc1 | -1 | -1 | -3 | · | · | · | -1 | ·
COc1ccc(NC(=O)Nc2ccc3c(c2)C(=O)N([C@H](C)CO)C[C@@H](C)[C@@H](CN(C)C(=O)C2CCCCC2)OCCCC[C@H](C)O3)cc1 | 2&3 | 1 | -1&-5 | 8&-18 | · | -16&-5 | 6&0 | -1.5&1.9
CN(Cc1ccccc1)C(=O)COc1ccc(-c2nnco2)cc1 | 1 | 5 | 2 | · | -5 | 5 | 4 | -0.6
COc1cc(Cl)ccc1OCc1cc(C(=O)N2C[C@]3(C)C[C@H]2CC(C)(C)C3)no1 | 1 | 1 | -5 | · | 4 | -32 | 7 | 0.3
CCOc1ccc(-n2nnnc2SCC(=O)Nc2cccc(O)c2)cc1 | -1 | -3 | 0 | 0 | 0 | -7 | 2 | 4.3

Single records, from the list above. Order of screens: Cneo AK release	miR-122 sensor	PGC1a acetyl inh	Statin myotox sup	FN deposit inh	GSIS activator	PglD DTNB	CFTR F508del cor
COc1ccc(-c2ccc([C@@H]3[C@@H](C#N)N(C(=O)C4CCCC4)[C@H]3CO)cc2)cc1 is listed as 0	·	-9	29	13	4	-3	3.0
O=C(C[C@@H]1CC[C@H](NS(=O)(=O)c2ccc(F)cc2)[C@H](CO)O1)NC1CCC1 is listed as -10	·	-10	2	-4	-5	2	5.2

(continued)
SMILES | Cneo AK release | miR-122 sensor | PGC1a acetyl inh | Statin myotox sup | FN deposit inh | GSIS activator | PglD DTNB | CFTR F508del cor
O=C(CSc1nc(-c2ccc(F)cc2)cs1)N1CCc2ccccc21 | 1 | · | 7 | 3 | · | · | -3 | -1.5
NS(=O)(=O)c1ccc(NC(=O)COC(=O)CSCc2ccc(F)cc2)cc1 | -1 | -14 | 6 | 4 | -3 | 1 | -3 | -0.7
CC(C)CC1NC(=O)N(CC(=O)Nc2cccc(Br)c2)C1=O (stereo not drawn) | 1 | 4 | 1 | -11 | 4 | 0 | -4 | -0.4
CC(C)C[C@@H](CN)NC(=O)c1nc[nH]c1C(=O)N[C@@H](CC(C)C)C(=O)CNC[C@H](C)NC(=O)c1nc[nH]c1C(=O)N[C@@H](CC(=O)O)C(=O)O | 0 | -6 | 9 | 8 | 9 | 13 | 0 | 2.1
O=C(C[C@@H]1CC[C@H]2[C@@H](COC[C@@H](O)CN2C(=O)c2cccnc2)O1)NCc1ccc(Cl)cc1 | 0 | 2[16.7 µM] | -1 | -7 | -6 | 12 | -3 | 1.3
O=C(CSc1nnc(CNC(=O)c2cccs2)o1)NC1CCCCC1 | 0 | -1 | -4 | -5 | 2 | · | -5 | ·
C[C@@H]1CCCCO[C@H](CN(C)S(=O)(=O)c2ccccc2)[C@@H](C)CN([C@@H](C)CO)C(=O)c2cc(NS(=O)(=O)c3ccccc3)ccc2O1 | 44 | 12[16.7 µM] | -13 | · | 6 | -16 | 2 | 0.0
Cc1cc(-n2ccnc2)n2c(nc3ccccc32)c1C#N | 0 | -4 | -4 | 7 | · | 9 | -2 | -0.9
COc1ccc(OCC(=O)Nc2c(C(=O)N3CCC(N4CCCCC4)CC3)oc3ccccc23)cc1 | 0 | 6 | -7 | 1 | -14 | -3 | -1 | -0.3
COCCN(C(=O)c1ccco1)c1nc(-c2ccccc2)cs1 | -8 | -8 | 11 | 9 | -6 | -17 | 4 | -1.3
CN(c1ccc(OCC(=O)N2CCCC2)cc1)S(=O)(=O)c1ccc(Cl)cc1 | 1 | · | 0 | 0 | -5 | -30 | 1 | -0.2
Cc1cnc(C)c(Nc2nc(C(N)CCc3ccccc3)cs2)n1 (stereo not drawn) | 17 | -2 | · | -22 | 3 | -21 | 5 | 3.3
CC(C)Cc1cc(CNC(=O)C2CCC(=O)N(CCc3cccc(F)c3)C2)on1 (stereo not drawn) | · | -13 | -2 | -1 | -3 | 1 | · | 1.5
COc1ccc(CCn2c(C)cc(C(=O)CN3C(=O)C(=O)N(Cc4ccco4)C3=O)c2C)cc1 | 0 | · | · | -130 | 7 | -4 | 3 | 0.3
CCc1nnc2n1N=C(c1ccc(OC)cc1)CS2 | 7 | 10 | -2 | 5 | 5 | · | 4 | ·
O=C(C[C@@H]1CC[C@@H]2[C@H](COC[C@H](O)CN2Cc2cccc(-c3ccncc3)c2)O1)N1CCN(c2ccccc2)CC1 | 3 | -4[16.7 µM] | -2 | 1 | 3 | -31 | -1 | 5.2
CCOC(=O)c1cccc(NC(=O)CCc2ccccc2)c1 | 1 | 6 | -12 | 0 | 5 | -12 | -3 | -1.4
COc1ccc(CN(C(=O)CSc2nnc(-c3ccccc3C)o2)c2ccc(F)cc2)cc1 | 0 | 0 | -9 | 20 | · | · | -2 | ·
Fc1ccc(-c2nc3ccc(Cl)cn3c2Cc2cccc(Cl)c2)cc1 | 2 | 4 | -1 | -2 | -6 | -10 | 2 | -3.8
CCOC(=O)/C(C(N)=NCCO)=C(/O)c1ccccc1 | 1 | -2 | 3 | 1 | -2 | · | 4 | ·
O=C(CCCn1cnc([N+](=O)[O-])n1)Nc1cccc(O)c1 | -4 | 1 | -7 | · | -40 | 4 | 3 | 2.7
C=C(C)Cn1c(CCCNC(=O)C(C)(C)C)nc2ccccc21 | 0 | 1 | -29 | 154* | 0 | 12 | 0 | ·
CCCCNC(=O)C(COCc1ccccc1)OC(=O)c1ccccc1 (stereo not drawn) | 31 | · | -18 | · | · | · | -1 | 0.0
O=C(C[n+]1cccc(C(=O)Nc2ccccc2)c1)c1ccc([N+](=O)[O-])cc1 | 1 | 1 | · | -49 | 3 | 4 | -1 | 0.9
O=C1C=CC(=O)N1c1ccc2c(c1)C(NC(=O)C(F)(F)F)c1ccccc1-2 (stereo not drawn) | · | -7 | 11 | -68 | · | 34 | · | -5.0
Cc1ccc(S(=O)(=O)Nc2cc(Cl)c(O)cc2C)cc1 | 1 | 36 | -9 | 5 | -6 | · | -3 | ·
CCOC(=O)c1cc(OC(=O)c2cccs2)n(-c2ccccc2)n1 | 1 | 2 | 12 | · | · | 0 | 1 | -4.1
Cc1ccc(-c2nnn(CC(=O)NCCC3=CCCCC3)n2)cc1 | -2 | -6 | 4 | · | 5 | · | 9 | ·
COc1ccc(CCNC(=O)c2ccc(Cl)nc2)cc1 | -1 | -5 | -1 | -2 | -2 | -2 | -4 | -2.7
CCOc1ccc(S(=O)(=O)N(C)c2ccc(OCC(=O)NCc3ccc(C(=O)OC)cc3)cc2)cc1 | · | 2 | -22 | 2 | -5 | 22 | · | -1.3
CC(=O)Nc1ccc(C(=O)N/N=C/c2ccc(F)cc2)cc1 | · | · | -7 | · | 0 | 0 | · | -0.3
C[C@H](CO)N1C[C@H](C)[C@H](CN(C)Cc2ccc(C(F)(F)F)cc2)Oc2c(NS(C)(=O)=O)cccc2C1=O | -1 | 9[16.7 µM] | -1 | -13 | · | -10 | -1 | -1.4
CC(=O)N(C)C[C@@H]1Oc2cc(C#Cc3ccccn3)ccc2S(=O)(=O)N([C@H](C)CO)C[C@@H]1C | 1 | -6[16.7 µM] | 6 | 9 | · | 21 | 0 | -2.0
COc1ccccc1CN(C)C[C@H]1OCc2cnnn2CCCC(=O)N([C@@H](C)CO)C[C@@H]1C | 10&1 | 0 | -12&-1 | 6&-9 | -7&-26 | 19&-4 | -4&5 | 2.4&-2.1
C[C@@H]1CN([C@@H](C)CO)C(=O)c2cc(NS(=O)(=O)c3cn(C)cn3)ccc2O[C@@H](C)CCCCO[C@H]1CN(C)C(=O)Nc1ccc(F)cc1 | -2 | -1[16.7 µM] | -10 | · | 3 | 2 | -1 | 0.8

Bioassay records (PubChem)

Rows are unselected (roughly 2.1% active in at least one column).
